Screening data as filed in PubChem BioAssay.
HepG2 viability: kills HepG2 cells in TGF-b inhibitor counter-screen; Potency, µM (top dose mostly 46.1 µM), without a hit: at the highest dose activity change, negative = cytotoxicity, most hits filed as cytotoxic; actives 0.76% (n = 410,000); HepG2 CAGA-GFP viability, ATP luminescence, 18 h; note: potency is the fitted concentration of half-maximal effect; some results filed as inactive show a strong effect at the top dose
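HepG2 CAGA-GFP cells (1000/well, DMEM with 1% FBS) received compound, then TGF-beta at 500 pg/mL final, and were incubated 18 hours at 37 degrees C. Viability was read by CellTiter-Glo luminescence. Media-only wells were set as complete cell-killing and DMSO as no toxicity.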
S2 tox: reduces viability in counter-screen for ATXN expression inhibitors; actives 0.49% (n = 400,000); Potency, µM (top dose mostly 56.7 µM), usual class: cytotoxic; S2 cells (HEK-293 line with an ATXN2-luciferase reporter) viability, CellTiter-Fluor protease fluorescence, 24 h; note: potency is the fitted concentration of half-maximal effect; nearly all actives have a fitted effect of over 40% in size
A549 viability: counter-screen for Nrf2 inhibitors: cytotoxicity in A549 cells | actives 0.16% (n = 390,000) | Potency, µM (doses to about 46 µM), for inactives: at the top dose activity change, negative = cytotoxicity, most hits filed as inhibitors | A549 ARE-Fluc cells, CellTiter-Fluor viability, 18-24 h; note: potency is the fitted concentration of half-maximal effect; % is set by controls: 0 for no effect and ±100 for the full control effect
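A549 ARE_Fluc cells in 5% FBS OPTI-MEM were exposed to compounds in concentration-response for 18-24 h at 37 deg C. Viability was read by CellTiter-Fluor fluorescence (Ex 405/Em 525) after 30 min, before the luciferase read.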
CCT modulator: changes cytosolic chaperonin activity. purified chaperonin ATPase assay, HTRF ADP detection, 30 min. activity change, % (test concentration not listed), hits read low. actives 0.3% (n = 360,000). AID 651819; in the data active = activity change below about -30%; note: % is set by controls: 0 for no effect and ±100 for the full control effect
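TRiC (40 or 20 nM final, by batch activity) in 30 mM Tris pH 7.4, 100 mM KCl, 5 mM MgCl2, 1 mM DTT was treated with compound at 76 uM single dose, then 10 uM ATP, 30 min at 37 °C. ADP was read by HTRF Transcreener.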
TGFb SMAD3 inh: inhibitors of TGF-b signaling; HepG2 CAGA-GFP TGF-b/SMAD3 reporter, GFP fluorescence, 18 h; TGF-beta stimulated, 500 pg/mL final; Potency, µM (series often up to 46.1 µM), for inactives: at the highest dose activity, negative = inhibition, actives largely listed as inhibitors; actives 1.2% (n = 410,000); note: potency is the fitted concentration of half-maximal effect; % is set by controls: 0 for no effect and ±100 for the full control effect; nearly all actives have a fitted effect of over 65% in size
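Cell-based qHTS in HEPG2 carrying a CAGA-GFP Smad reporter; compounds added before 500 pg/mL final TGF-beta, 18 h incubation at 37 degrees C, GFP fluorescence quantified per cell by imaging cytometry.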
Nrf2 inh: Nrf2 pathway inhibition | A549 ARE-Fluc reporter, luciferase luminescence, 18-24 h | Potency, µM (top dose mostly 46 µM), for inactives: top-dose activity change, negative = inhibition, actives largely listed as inhibitors | actives 2.1% (n = 360,000) | AID 504444; note: potency is the fitted concentration of half-maximal effect; % is set by controls: 0 for no effect and ±100 for the full control effect; nearly all actives have a fitted effect of over 60% in size
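Cells were seeded and rested 2 h, then exposed to compounds for 18-24 h. CellTiter-Fluor was read first as a viability measure. BugLite was added 15 min before the final luminescent read of ARE-luciferase activity in A549 cells.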
MmCpn inh: blocks the Methanococcus maripaludis chaperonin Mm-Cpn; actives 0.031% (n = 330,000); purified Mm-Cpn ATPase, ADP Transcreener TR-FRET; Potency, µM (highest dose often 76.9 µM), without a hit: at the top dose activity, negative = inhibition, actives largely listed as inhibitors; note: potency is the fitted concentration of half-maximal effect; % is set by controls: 0 for no effect and ±100 for the full control effect; nearly all actives have a fitted effect of over 80% in size
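ATPase read-out: TR-FRET ADP immunoassay (anti-ADP Eu cryptate vs ADP-d2), ex 320 nm, em 590/665 nm; signal drops as ADP forms. Enzyme 25 nM, ATP 10 uM, 30 min at 37°C after 10 min compound preincubation.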
pAkt inh: Akt phosphorylation inhibition; Neuro2A IGF-stimulated pAkt S473 HTRF, 20 min; stronger effect = lower value; activity change, % for hits at 50 µM; actives 0.32% (n = 360,000); AID 651550; in the data active = activity change below about -80%; inconclusive = mostly about -51% to -80%; note: % is set by controls: 0 for no effect and ±100 for the full control effect
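Single-point screen (50 µM final compound) in Neuro2A cells stimulated 20 min with 6 nM IGF at 37 deg C. After lysis, Ser473-phosphorylated Akt read by HTRF (ex 330 nm, em 615/665 nm) as the 665/615 ratio.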
Nrf2 ARE act: Nrf2 pathway activation. AREc32 ARE-luciferase reporter (MCF7-derived line), luminescence, 24 h. Potency, µM (titrated, usually from 46.1 µM), for inactives: at the top dose activation, usual class: activators. actives 0.31% (n = 410,000). AID 624171; note: potency is the fitted concentration of half-maximal effect; % of control where 0% means no effect; nearly all actives have a fitted effect of over 65% in size
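Luminescent ARE reporter assay in AREc32_Fluc cells: overnight plating at 37 deg C, 24 hr compound incubation, Steady-Glo added, 30 min RT before reading.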
The depositor's hits bear a star; i = inactive; ? = inconclusive; · = no result given; [ ] = remark or other dose. Unless noted, calls come from the whole dose curve; as a rule, active = well fitted curve in the direction sought with a large enough effect; inconclusive = small, poorly fitted or top-dose-only effect, or another doubt; inactive = no such curve, though single readings can be large; an effect the other way counts as inactive or inconclusive.

SMILES | HepG2 viability | S2 tox | A549 viability | CCT modulator | TGFb SMAD3 inh | Nrf2 inh | MmCpn inh | pAkt inh | Nrf2 ARE act
COc1ccc(C(CNC(=O)Cc2ccc3ccccc3c2)N(C)C)cc1 (stereo unspecified) | 1% | i | 11% | -1.8 | 1% | -5% | 1% | i | 2.4%
O=C(CSc1ncccn1)Nc1cc(Cl)ccc1[N+](=O)[O-] | 0% | i | -1% | 1.1 | 0% | -4% | -4% | i | 14%
CCOC(=O)c1ccc(NC(=O)/C=C/c2cccs2)cc1 | 10% | i | -2% | -8.2 | 4% | ? | -1% | i | 6.1%
CC(C(=O)Nc1cccc([N+](=O)[O-])c1)N(c1ccccc1)S(C)(=O)=O (stereo unspecified) | -12% | i | 1% | -3.5 | -8% | -7% | -5% | i | 30%
CCOC(=O)C(=O)Nc1ccc2c(c1)OCO2 | -5% | i | 1% | 0.0 | 3% | 1% | · | i | -0.1%
O=C(C1CCN(S(=O)(=O)Cc2ccccc2)CC1)N1CCCc2ccccc21 | -15% | i | -1% | 0.1 | -4% | 15% | 1% | i | 0.1%
CC1(C)c2ccccc2-n2c1cc1oc(=O)cc(O)c1c2=O | -22% | i | -15% | 0.5 | -19% | 4% | -21% | i | 0.8%
Nc1ncnc2c1ncn2[C@H]1CC[C@@H](CO)O1 | 3% | ? | -7% | -1.6 | 4% | 6% | 2% | i | 0.2%
CC(C)c1ccc(CNC(=O)CSCC(=O)Nc2ccc3ccccc3c2)cc1 | -52% | i | -2% | -0.9 | ? | · | -2% | i | -0.8%
O=C1C(c2ccncc2)=C(O)c2ccccc21 | -52% | i | -8% | 0.4 | ? | · | -5% | i | 0.2%
O=C(O)c1ccc(S(=O)(=O)N2CCN(c3ccccn3)CC2)cc1 | -7% | · | 1% | 1.6 | -4% | 0% | 2% | i | -0.6%
Cc1ccc(C)c(NC(=O)c2cnn3ccccc23)c1 | -2% | i | -3% | -1.5 | ? | -12% | 1% | i | 0.7%
CSCC(=O)NC1CCCc2c1cnn2-c1cc(F)cc(F)c1 (stereo unspecified) | -43% | ? | 0% | -0.8 | -20% | 22% | 3% | i | -0.5%
C[C@H](NC(=O)CCn1nnc2ccccc2c1=O)C(=O)O | 8% | i | -4% | -0.7 | 22% | -4% | 1% | i | -0.4%
Cc1nc(NC(=O)COC(=O)CCS(=O)(=O)c2ccccc2Cl)c(Cl)cc1Cl | 4% | i | -1% | -0.1 | 4% | · | -1% | · | 0.3%
Cc1cc2c(c(/C=C/C(=O)c3ccccc3)c1)OC1(C=C2)Oc2ccccc2C(=O)N1C (stereo unspecified) | -2% | ? | ? | 1.3 | ? | ? | -3% | i | ?
Cc1ccc(CNC(=O)Nc2ccc(F)cc2F)n1C | -1% | i | 0% | -2.7 | 0% | 3% | 1% | i | -0.2%
COc1ccc(-c2csc(NC3OC(=O)c4ccccc43)n2)cc1 (stereo unspecified) | -70% | i | ? | 1.0 | 10µM* | ? | 0% | i | -0.4%
Cc1onc(-c2ccccc2)c1C(=O)Nc1ccncc1 | -10% | i | 3% | -0.8 | 1% | 8% | 2% | i | -0.1%
CC1=C(c2ccccc2)SC2=NCCN21 | -10% | i | 8% | 0.6 | -6% | -14% | 1% | i | -0.7%
CCCCC(=O)N(Cc1ccc(F)cc1)C1CCS(=O)(=O)C1 (stereo unspecified) | 3% | i | 0% | -0.3 | 3% | 1% | 1% | i | -0.3%
COc1ccc(OC)c(C2CC(=O)N3CN(c4cccc(Cl)c4C)CSC3=C2C#N)c1 (stereo unspecified) | -32% | i | 5% | 0.6 | -11% | 2% | -2% | i | -0.4%
COc1ccccc1C(=O)OCC(=O)Nc1cc(S(=O)(=O)N2CCOCC2)ccc1N1CCCC1 | -5% | i | -8% | -3.1 | -29% | 6% | -8% | i | -0.1%
COC1=CC(=O)c2nc(Cl)ccc2C1=O | 1.3µM* | ? | · | -2.0 | 0.89µM* | · | · | i | -4.5%
C[C@H]1CN([C@@H](C)CO)S(=O)(=O)c2ccc(Br)cc2O[C@H]1CN(C)C(=O)c1cccnc1 | 5% | ? | · | -1.3 | -1% | · | · | i | -1.2%
SMILES | HepG2 viability | S2 tox | A549 viability | CCT modulator | TGFb SMAD3 inh | Nrf2 inh | MmCpn inh | pAkt inh | Nrf2 ARE act
Cc1ccc(S(=O)(=O)CCc2nnc(NC(=O)c3cnccn3)s2)cc1 | 4% | i | 4% | -18 | -5% | ? | 0% | i | 0.2%
CCOCCCNS(=O)(=O)c1cc2[nH]c3c(c2cc1C)C(=O)CC(C)(C)C3 | -7% | i | -1% | -0.5 | 4% | ? | -1% | i | 2.5%
O=C(C1=COCCO1)N1CCN(C(c2ccccc2)c2ccccc2)CC1 | 3% | i | 5% | -2.1 | -4% | -20% | 1% | i | 0.5%
Cc1ccccc1C(=O)c1c[nH]c(C(=O)NCC2CCCO2)c1 (stereo unspecified) | 1% | i | -6% | 0.1 | 10% | · | 0% | i | -0.5%
O=S1(=O)CC(N2CCC(c3ccccc3)CC2)CN1C1CCCCC1 (stereo unspecified) | -14% | i | · | -0.2 | -10% | · | · | i | 3.0%
Cc1cc2ccccc2n2c(SCC(=O)N3CCc4ccccc4C3)nnc12 | -13% | i | -2% | -0.1 | 17% | -1% | -6% | i | 2.8%
COCCCNC(=O)CS(=O)(=O)Cc1nc(-c2cccc(OC)c2)oc1C | -4% | i | -3% | -4.2 | -13% | 4% | 1% | ? | 0.3%
O=C(Nc1c(-c2ccc(F)cc2)nc2ccccn12)c1cccc(F)c1 | -7% | i | -2% | · | -29% | 11%[9.27 µM] | · | · | 0.6%
O=C(NCCCN1CCCC1=O)c1cc(S(=O)(=O)N2CCOCC2)ccc1Cl | 0% | i | 11% | -1.6 | 5% | -2% | -5% | i | -0.8%
CCCN=C1N(C)C[C@@H]2[C@@H]3C(=O)N(Cc4ccccc4)C(=O)[C@@H]3[C@](Cc3ccccc3)(C(=O)OC)N12 | -21% | i | 6% | -0.7 | -12% | 15% | -1% | i | 2.5%
O=C(OC1CCOC1=O)C1CCN(S(=O)(=O)c2ccccc2)CC1 (stereo unspecified) | -3% | i | 0% | 2.4 | -3% | -1% | -3% | i | 0.3%
COc1ccc(/C=N/Nc2nnc(-c3ncc[nH]3)c3ccccc23)cc1 | 20% | i | -24% | -4.2 | 0% | -1% | 1% | i | 3.3%
CC(=O)Nc1ccc(-c2ccnc3c2CC(C(=O)NCc2ccc(N4CCN(C)CC4)cc2)O3)cc1 (stereo unspecified) | -7% | i | · | 2.0 | 16% | · | · | i | 4.1%
Cc1cccc(C(=O)NC2=NCCS2)c1 | -4% | i | 1% | -2.1 | 5% | ? | -5% | i | -1.0%
O/N=C1/CCc2nonc2/C1=N/O | 1% | i | 10% | -4.5 | 3% | · | 1% | i | 3.0%
COc1ccccc1N(CC(=O)Nc1cccnc1)S(=O)(=O)c1ccccc1 | 1% | i | 10% | 0.8 | -1% | 9% | -5% | i | 0.3%
COc1ccc(C(CNC(=O)c2oc3ccccc3c2C)N2CCCCC2)cc1 (stereo unspecified) | -28% | ? | -15% | · | -18% | 8% | · | · | 0.8%
CCOC(=O)c1cnc2ccc(OCC)cc2c1N(C)Cc1ccccc1 | -36% | i | 0% | -5.5 | ? | -7% | -5% | i | -0.4%
CNC(=S)Nc1ccc2[nH]c(=O)[nH]c2c1 | 4% | i | -6% | 0.1 | 3% | -27% | 2% | i | -1.0%

Some of these compounds in order of number of heavy atoms, low to high:
SMILES | HepG2 viability | S2 tox | A549 viability | CCT modulator | TGFb SMAD3 inh | Nrf2 inh | MmCpn inh | pAkt inh | Nrf2 ARE act
O/N=C1/CCc2nonc2/C1=N/O | 1% | i | 10% | -4.5 | 3% | · | 1% | i | 3.0%
Cc1cccc(C(=O)NC2=NCCS2)c1 | -4% | i | 1% | -2.1 | 5% | ? | -5% | i | -1.0%
O=C(OC1CCOC1=O)C1CCN(S(=O)(=O)c2ccccc2)CC1 (stereo unspecified) | -3% | i | 0% | 2.4 | -3% | -1% | -3% | i | 0.3%
O=S1(=O)CC(N2CCC(c3ccccc3)CC2)CN1C1CCCCC1 (stereo unspecified) | -14% | i | · | -0.2 | -10% | · | · | i | 3.0%
COc1ccc(/C=N/Nc2nnc(-c3ncc[nH]3)c3ccccc23)cc1 | 20% | i | -24% | -4.2 | 0% | -1% | 1% | i | 3.3%
O=C(C1=COCCO1)N1CCN(C(c2ccccc2)c2ccccc2)CC1 | 3% | i | 5% | -2.1 | -4% | -20% | 1% | i | 0.5%
COc1ccccc1N(CC(=O)Nc1cccnc1)S(=O)(=O)c1ccccc1 | 1% | i | 10% | 0.8 | -1% | 9% | -5% | i | 0.3%
COc1ccc(C(CNC(=O)c2oc3ccccc3c2C)N2CCCCC2)cc1 (stereo unspecified) | -28% | ? | -15% | · | -18% | 8% | · | · | 0.8%
CC(=O)Nc1ccc(-c2ccnc3c2CC(C(=O)NCc2ccc(N4CCN(C)CC4)cc2)O3)cc1 (stereo unspecified) | -7% | i | · | 2.0 | 16% | · | · | i | 4.1%
